Assay outcomes: PubChem, several laboratories
HGIII-sPLA2 inh – Blocks human group III sPLA2 activity; QFRET BODIPY PC-A2 liposome hydrolysis, fluorescence; AID 743126; actives 0.56% (n = 370,000); Q9NZ20; inhibition, % at 12.2 µM;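 active = inhibition above mean plus 3 SD of compounds lying within the high and low control bounds, cut at about 19% in these data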;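 also: 0% = median of test compound wells and 100% = no enzyme DMSO wells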
Target sequence (Q9NZ20 whole entry, looked up): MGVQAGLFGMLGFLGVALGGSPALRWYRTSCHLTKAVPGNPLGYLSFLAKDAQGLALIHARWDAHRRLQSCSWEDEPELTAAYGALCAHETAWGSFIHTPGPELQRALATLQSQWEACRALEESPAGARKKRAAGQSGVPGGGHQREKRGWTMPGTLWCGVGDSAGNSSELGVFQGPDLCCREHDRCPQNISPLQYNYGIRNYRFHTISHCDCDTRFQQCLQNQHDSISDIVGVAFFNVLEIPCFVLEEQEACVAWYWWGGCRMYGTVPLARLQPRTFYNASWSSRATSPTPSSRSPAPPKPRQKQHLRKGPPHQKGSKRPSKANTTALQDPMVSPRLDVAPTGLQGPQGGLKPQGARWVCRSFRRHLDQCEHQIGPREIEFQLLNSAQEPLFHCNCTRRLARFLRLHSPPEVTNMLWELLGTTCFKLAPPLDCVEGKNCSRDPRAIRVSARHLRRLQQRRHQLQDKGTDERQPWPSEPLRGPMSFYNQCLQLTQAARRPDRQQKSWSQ
GC-A act – GC-A (human) enzyme activation; P16066; activation, % at 10 µM; AID 1671463; HEK293 GC-A cells, cGMP TR-FRET, EC30 ANP; 0% at EC30 ANP, 100% saturating ANP; actives 0.14% (n = 370,000); in the data active = activation above about 40%
DAX1 inh-1 – blocks DAX1 repression of SF-1 activated StAR promoter | HEK293T StAR-luciferase reporter, SF-1/DAX-1 repression relief | inhibition, % at 6.8 µM | actives 1.1% (n = 370,000) | AID 652010;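 active = inhibition above the mean over all tested compounds plus 3 SD, cut at about 3.6% in these data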;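 also: 0% = DAX-1 cells with DMSO and 100% = cells lacking DAX-1 with DMSO; higher inhibition means more luminescence from relief of DAX-1 repression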
ssDAF-12 act – S. stercoralis DAF-12 activation, primary screen. HEK293 ssDAF-12/GRIP1 lit1-tk-luc reporter, luminescence; % of 3 µM dafachronic acid response. actives 1% (n = 370,000). activation, % at 6.8 µM. AID 652126;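 active = activation above the mean over all tested compounds plus 3 SD, cut at about 0.9% in these data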;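 also: 0% = DMSO-only wells and 100% = 3 µM delta7-dafachronic acid wells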
proKLK7 act – proKLK7 (human) activation, primary screen | purified proKLK7, EDANS-DABCYL substrate fluorescence; 100% is mature enzyme control, 0% vehicle | activation, % at 7 µM | P49862 | AID 652039 | actives 0.9% (n = 370,000);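 active = activation above the mean of all tested compounds plus 3 SD, computed per campaign excluding outliers beyond control limits, cut at about 13% in these data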
SMARCA2 act – increases SMARCA2 function in MMTV reporter cells; MG213 cells, MMTV-luciferase reporter, dexamethasone, overnight; activation, % at 9.1 µM; actives 1% (n = 370,000); AID 652017; in the data active = activation above about 7.8%;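 also: 0% = vehicle wells and 100% = reference activator wells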
GAA850 FXN act – increases GAA850 frataxin promoter reporter activity; HEK293 lucGAA850 FXN promoter luciferase reporter, 24 h; percent of 10 µM SAHA response; activation, % at 6 µM; actives 0.56% (n = 360,000); AID 540364;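 active = activation above the average of all compounds screened plus 3 SD, cutoff fixed separately per campaign, cut at about 7.5% in these data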;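 also: 0% = DMSO wells and 100% = 10 µM SAHA wells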
DAX1 inh-2 – NR0B1 (DAX1) inhibition. HEK293 Gal4-DAX1 luciferase reporter, luminescence. inhibition, % at 6.75 µM. actives 0.99% (n = 340,000). AID 504766;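 active = inhibition above the mean over all tested compounds plus 3 SD, cut at about 4.2% in these data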;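 also: 0% = DAX1-transfected cells with DMSO and 100% = empty-vector control cells with DMSO; inhibition shows as a rise in luminescence from relieved DAX1 repression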
Target sequence (P51843 207-470 limits assumed): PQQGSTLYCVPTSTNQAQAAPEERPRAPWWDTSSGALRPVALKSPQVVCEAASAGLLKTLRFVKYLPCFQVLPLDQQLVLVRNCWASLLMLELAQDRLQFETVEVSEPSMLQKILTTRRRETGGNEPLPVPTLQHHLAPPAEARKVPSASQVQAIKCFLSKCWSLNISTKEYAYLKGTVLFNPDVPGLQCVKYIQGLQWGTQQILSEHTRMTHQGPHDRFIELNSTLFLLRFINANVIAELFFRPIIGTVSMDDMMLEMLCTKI
NPR2 activator – GC-B (human) receptor activation; AID 1920062; HEK293-GC-B cells, CNP EC30, cGMP TR-FRET; 0% at EC30 CNP, 100% saturating CNP; P20594; actives 0.11% (n = 370,000); activation, % at 10 µM;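 active = activation at 10 µM reaching about 35% in either raw or pattern-adjusted values, limit read from the data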
hcDAF12 agonist – activators of H. contortus DAF-12 nuclear receptor | HEK293 hcDAF-12 lit1-tk-luc reporter, luminescence; 0% DMSO, 100% Δ7-dafachronic acid | activation, % at 6.8 µM | actives 1.4% (n = 370,000) | AID 652067;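 active = activation above the mean of all tested compounds plus 3 SD, cut at about 5.5% in these data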;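 also: 100% = response to 3 µM Δ7-dafachronic acid high control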
hgDAF12 agonist – activates the H. glycines DAF-12 receptor ligand-binding domain; HEK293 GAL4-hgDAF12 UAS-luciferase reporter, agonist luminescence; normalized to butyrate control; activation, % at 6.8 µM; actives 1.8% (n = 370,000); AID 687014;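 active = activation above a cutoff set at the mean of all screened compounds plus 3 SD, cut at about 10% in these data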;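 also: 0% = DMSO wells and 100% = sodium butyrate wells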
Numbers without * were called inactive.

Results follow in this order: HGIII-sPLA2 inh, GC-A act, DAX1 inh-1, ssDAF-12 act, proKLK7 act, SMARCA2 act, GAA850 FXN act, DAX1 inh-2, NPR2 activator, hcDAF12 agonist, hgDAF12 agonist
CCCCCOC(=O)Cn1c(N2CCOCC2)nc2c1c(=O)[nH]c(=O)n2C
 : 10, -1, 0.3, -0.8, -0.1, 1, -1.1, 0.0, -3, -1.5, -1.3
COCC(=O)Nc1nc(-c2ccccc2)ns1
 : 1, 4, 0.8, -0.1, 0.3, 0, 1.8, 0.7, 3, 1.8, 4.3
CCn1c(CSc2nnc(-c3ccoc3C)n2C)nc2cc(S(=O)(=O)N(C)C)ccc21
 : -2, -3, -0.5, -1.1, -0.2, -6, 1.8, -2.2, 5, -0.4, 2.4
O=C(NC1CC1)c1cccc(S(=O)(=O)Nc2ccccc2F)c1
 : 0, 2, 1.1, -0.4, 0.6, -1, -1.6, 0.5, -1, -0.6, -1.6
CCOC(=O)C1CCCN(S(=O)(=O)c2ccc3c(c2)N(C(C)=O)CCO3)C1 (stereo unspecified)
 : 1, 3, -0.2, -1.3, -0.5, -2, -3.0, -0.4, -2, -1.1, -2.9
COc1cccc(NC(=O)NC2CCCc3ccccc32)c1 (stereo unspecified)
 : -5, 3, -0.8, -1.9, -0.3, -1, -0.6, 0.2, 5, -1.6, 0.0
C/C(=N\NC(=O)c1nn(C)cc1Cl)c1ccncc1
 : 4, 0, 0.8, 0.0, -0.7, 9.5*, 2.9, 1.4, -1, 1.9, 10
CCOC(=O)c1sc(=NC(=O)c2cc(OC)c(OC)c(OC)c2)n(C)c1C
 : 6, 2, 0.1, -1.2, 0.0, -1, 0.6, -0.1, -2, -0.3, -0.6
CC(=O)N1CCN(CC(=O)Nc2ccccc2Sc2ccc(Cl)cc2)CC1
 : -5, -9, 0.5, -1.4, 0.4, -3, -1.5, -1.6, -9, -4.0, -1.3
Fc1ccc2[nH]c3c(N4CCN(c5ccccc5)CC4)ncnc3c2c1
 : -7, 3, -2.3, -2.3, 0.3, -6, -3.9, -4.8, 11, -4.0, -6.9

New compounds follow.
Results follow in this order: HGIII-sPLA2 inh, GC-A act, DAX1 inh-1, ssDAF-12 act, proKLK7 act, SMARCA2 act, GAA850 FXN act, DAX1 inh-2, NPR2 activator, hcDAF12 agonist, hgDAF12 agonist
Cc1ccc(NC(=O)c2ccc(F)cc2)cc1S(=O)(=O)N1CCCCCC1
 : -16, 0, -1.4, -2.1, 0.4, -5, -1.1, -1.2, -1, -3.5, -4.9
COc1cc(CC(=O)OCC(=O)Nc2ccc(N3CCOCC3)cc2)cc(OC)c1OC
 : 3, 0, -2.3, -0.7, 0.4, -3, -2.7, -0.4, -6, 3.3, 2.4
CC1Cc2ccccc2N1C(=O)COC(=O)c1ccc(N(C)C)cc1 (stereo unspecified)
 : 2, -3, 0.0, -0.8, 0.2, 2, -0.3, 0.5, 1, -0.8, -0.8
O=C(NCc1cccs1)C1CCCN(c2nc3ccccc3o2)C1 (stereo unspecified)
 : -1, 1, 0.1, -1.4, -0.8, -3, 0.8, -0.1, 2, -0.4, 1.1
CCC1Oc2ccc(C)cc2N(CC(=O)NCCC2=CCCCC2)C1=O (stereo unspecified)
 : 3, -10, -0.9, -0.5, 0.4, -2, -1.2, -1.5, -9, 1.6, -2.4
C=CCNc1nc(-c2ccccn2)nnc1-c1ccccc1
 : 0, -2, -1.7, -1.1, -0.1, 1, -5.8, -3.5, 4, -1.6, -6.8
CCCn1c(SCC(=O)NCCCN2CCCC2=O)nc2ccccc2c1=O
 : -2, -2, -0.6, -1.0, 0.1, 2, 1.3, -1.1, 0, -0.1, -2.5
O=C(Nc1ccc(N2CCN(C(=O)c3ccc(Cl)cc3)CC2)cc1)c1cccs1
 : -5, 4, -0.2, -1.2, -0.2, -1, -1.3, -0.4, 0, -0.7, -1.3
Cc1nc(NC(=O)COC(=O)CCc2nc3ccccc3s2)c(Cl)cc1Cl
 : 11, -4, 0.6, -0.8, -0.1, -1, 2.8, 0.4, 1, 2.1, -2.2
O=[N+]([O-])c1ccc(S(=O)(=O)N2CCN(Cc3c[nH]c4ccccc34)CC2)cc1
 : -24, 0, -0.9, 0.7, 0.0, -4, -1.2, 0.8, 1, 3.4, -0.6

Remaining list, next part:
Results follow in this order: HGIII-sPLA2 inh, GC-A act, DAX1 inh-1, ssDAF-12 act, proKLK7 act, SMARCA2 act, GAA850 FXN act, DAX1 inh-2, NPR2 activator, hcDAF12 agonist, hgDAF12 agonist
CC1(C)CC(=O)C=C(Nc2ccccc2O)C1
 : -15, 2, 0.0, -0.3, 0.7, -2, -2.0, 1.6, 3, 3.0, -0.5
O=C(NNc1ccc(-c2csnn2)cc1)c1ccccc1C(F)(F)F
 : 5, 1, -0.3, -0.5, -0.3, 0, -0.7, -0.1, 7, 0.8, 0.7
Cc1nc(S(=O)(=O)N2CCOCC2)c(C#N)c(C)c1Cl
 : 4, 0, -0.8, -1.4, 0.7, -2, 2.7, -0.5, 3, -1.5, 0.6
CCN(C(=O)COC(=O)c1cc(OC)ccc1Br)C1CCS(=O)(=O)C1 (stereo unspecified)
 : 1, -1, 0.6, -1.1, -0.5, -1, 1.4, 0.0, 3, -1.3, -1.7
O=C(Nc1ccc2ccccc2c1)c1ccc(NS(=O)(=O)c2ccc(Br)s2)cc1
 : -109, -15, 0.8, -1.4, 0.5, 5, 3.8, 1.0, -1, 3.5, 5.3
CCS(=O)(=O)N1Cc2ccccc2CC1C(=O)Nc1cccc(S(=O)(=O)N(C)C)c1 (stereo unspecified)
 : -4, 3, 0.1, -1.0, 0.6, -3, 0.6, 0.2, 3, 1.6, 0.3
Cc1ccc(Cl)cc1NC(=O)C(Cc1ccccc1)N1C(=O)C2C3CCC(C3)C2C1=O (stereo unspecified)
 : -2, -6, 0.2, -0.7, -1.1, 2, 15*, 0.3, -2, -0.3, 3.8
CC(C)Cn1c(N)c(C(=O)COC(=O)c2cnc(Cl)c(Cl)c2)c(=O)n(C)c1=O
 : 4, 7, 0.0, -1.5, 0.4, -3, -0.1, 1.7, 13, -1.0, -0.3
CC1(OC(=O)C2CCCC2)C(=O)C=C2C=C(c3ccsc3)N(C3CCCCC3)C=C2C1=O (stereo unspecified)
 : 5, -3, -1.0, -1.7, -0.2, 0, 2.0, 0.0, 0, -0.6, -1.8
c1ccc(CC2CNc3ccccc3CN2)cc1 (stereo unspecified)
 : 5, -4, 0.6, -0.7, 0.0, -4, -1.1, 0.1, -5, -0.3, -1.2

Continued.
Results follow in this order: HGIII-sPLA2 inh, GC-A act, DAX1 inh-1, ssDAF-12 act, proKLK7 act, SMARCA2 act, GAA850 FXN act, DAX1 inh-2, NPR2 activator, hcDAF12 agonist, hgDAF12 agonist
O=C(O)c1ccc(N2C(=O)c3cccnc3C2=O)cc1
 : 2, 0, 0.9, -0.1, -0.7, 2, 1.9, 1.3, -1, -0.3, 4.5
CC(C)N=c1scc(-c2ccco2)n1/N=C/c1ccc(O)c(O)c1
 : 15, -3, 0.1, -0.3, -6.1, -1, 12*, -0.5, 0, 3.0, 2.4
CCOC(=O)NC(=S)c1ccc[nH]1
 : -1, 4, -0.1, -0.5, 0.3, 1, 2.8, -0.1, -2, 2.5, 2.8
Cc1ccc(NC2CCCN(C(=O)CCC3(C)CC3)C2)cc1C (stereo unspecified)
 : 9, -2, -2.7, -0.7, -0.6, 4, 1.7, 0.4, -1, -1.0, -1.1
CCC(C)NS(=O)(=O)c1cccs1 (stereo unspecified)
 : 4, 2, 0.2, -1.0, 0.7, -2, 0.9, -0.1, -3, -1.3, 0.0
O=c1cc(-c2ccco2)oc2ccccc12
 : 2, -6, 0.5, -1.0, 1.8, -1, 1.3, 2.6, -4, -0.3, 1.0

10 compounds already listed, arranged by SMILES length, rising.
Results follow in this order: HGIII-sPLA2 inh, GC-A act, DAX1 inh-1, ssDAF-12 act, proKLK7 act, SMARCA2 act, GAA850 FXN act, DAX1 inh-2, NPR2 activator, hcDAF12 agonist, hgDAF12 agonist
CCOC(=O)NC(=S)c1ccc[nH]1
 : -1, 4, -0.1, -0.5, 0.3, 1, 2.8, -0.1, -2, 2.5, 2.8
c1ccc(CC2CNc3ccccc3CN2)cc1 (stereo unspecified)
 : 5, -4, 0.6, -0.7, 0.0, -4, -1.1, 0.1, -5, -0.3, -1.2
O=C(O)c1ccc(N2C(=O)c3cccnc3C2=O)cc1
 : 2, 0, 0.9, -0.1, -0.7, 2, 1.9, 1.3, -1, -0.3, 4.5
Cc1ccc(NC2CCCN(C(=O)CCC3(C)CC3)C2)cc1C (stereo unspecified)
 : 9, -2, -2.7, -0.7, -0.6, 4, 1.7, 0.4, -1, -1.0, -1.1
CC(C)N=c1scc(-c2ccco2)n1/N=C/c1ccc(O)c(O)c1
 : 15, -3, 0.1, -0.3, -6.1, -1, 12*, -0.5, 0, 3.0, 2.4
CCN(C(=O)COC(=O)c1cc(OC)ccc1Br)C1CCS(=O)(=O)C1 (stereo unspecified)
 : 1, -1, 0.6, -1.1, -0.5, -1, 1.4, 0.0, 3, -1.3, -1.7
O=C(Nc1ccc2ccccc2c1)c1ccc(NS(=O)(=O)c2ccc(Br)s2)cc1
 : -109, -15, 0.8, -1.4, 0.5, 5, 3.8, 1.0, -1, 3.5, 5.3
Cc1ccc(Cl)cc1NC(=O)C(Cc1ccccc1)N1C(=O)C2C3CCC(C3)C2C1=O (stereo unspecified)
 : -2, -6, 0.2, -0.7, -1.1, 2, 15*, 0.3, -2, -0.3, 3.8
CC(C)Cn1c(N)c(C(=O)COC(=O)c2cnc(Cl)c(Cl)c2)c(=O)n(C)c1=O
 : 4, 7, 0.0, -1.5, 0.4, -3, -0.1, 1.7, 13, -1.0, -0.3
CC1(OC(=O)C2CCCC2)C(=O)C=C2C=C(c3ccsc3)N(C3CCCCC3)C=C2C1=O (stereo unspecified)
 : 5, -3, -1.0, -1.7, -0.2, 0, 2.0, 0.0, 0, -0.6, -1.8
